TNAP activation fold: human TNAP enzyme activators, primary screen, biochemical, luminescent, no phosphate acceptor, uHTS (AID 1001); purified TNAP, luminescent activation assay, no phosphate acceptor; higher activation fold means a stronger effect; hit rate 0.03% among 200,000; one-dose activation fold at 20 µM; EC50 in µM for titrated hits; in the data active means activation fold from about 3, or a potency from the dose series; inactive means the rest, 99 in 100 with activation fold below about 1.6; further: many of its hits are not listed in these tables
T cell modulator: T cell immune modulation candidate | 2C CD8+ T cell-vesicle binding, flow cytometry; active compounds read low | calls only at 7 µM | hit rate 0.068% among 330,000 | AID 2052;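 active means response, share of CD8 T cells binding vesicles, and their 90th percentile fluorescence all below set limits, cut at about 80% in these data, passing the limit was not always enough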
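Test system: purified 2C TCR transgenic mouse naive CD8+ T cells. Probe or stimulus: QL9-peptide-loaded Drosophila micro-vesicles bearing Ld, ICAM-1 and B7-1. Incubation: binding step 1.5 h, 37 °C, antibody labelling 20 min, ice. Measured by: flow cytometry of vesicle-bound cells.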
human PMI inhibitors: human PMI inhibitors, high substrate, primary screen, biochemical, fluorescence intensity, high mannose 6-phosphate (AID 1220). recombinant PMI enzyme, coupled fluorescence intensity; higher % means a stronger effect. one-dose inhibition, % at 20 µM; IC50 in µM for titrated hits. hit rate 0.66% among 190,000
human PMI inhibition: inhibitors of human PMI, primary screen, biochemical, fluorescence intensity, coupled assay (AID 1209); purified PMI enzyme, coupled fluorescence intensity; higher % means a stronger effect; inhibition, % at 20 µM, or IC50 in µM where a hit was titrated; hit rate 0.42% among 190,000;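 further: plate controls were DMSO vehicle for no effect and wells lacking substrate for full effect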
Hep lipid drop: hepatic lipid droplet formation modulation; AML12 mouse hepatocytes, oleate lipid droplets, BODIPY imaging; inhibition, % at 6.5 µM; hit rate 0.4% among 240,000;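 active means lipid droplet intensity inhibited by at least 50%, with more than 500 cells counted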
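Assay system: AML12 mouse liver cells | Compound: 6.5 µM single-point dosing | Schedule: Overnight exposure | Technique: Fluorescence imaging, 20x objective, two fields per well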
b-catenin transl: beta-catenin nuclear translocation modulation | hit rate 0.3% among 190,000 | HeLa beta-catenin nuclear translocation, immunofluorescence imaging | nuclear translocation activity, % at 5 µM | AID 1665;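 active means nuclear translocation activity above 50% at 5 µM, with a well cell count of 50 or more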;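 further: per-cell ratio of nuclear to cytoplasmic median beta-catenin stain intensity; plate controls were DMSO negative control for no effect and GSK-3 inhibitor IX positive control for full effect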
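Technique: fluorescence imaging of beta-catenin antibody stain plus DAPI / Material: human HeLa cell line / Incubation: compound treatment 24 h, 37°C, 5% CO2 / Read-out basis: % activation of per-cell nuclear versus cytoplasmic median beta-catenin signal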
MT stabilize HCS: microtubule stabilization, imaging screen | % tubulin-high responders, % at 10 µM | hit rate 0.83% among 200,000 | AID 2205 | HeLa tubulin immunostaining HCS, 24 h; share of cells brighter than vehicle mean+2SD;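 active means plate Z-score above 3 for both tubulin-high and condensed-nucleus cell shares, with cell loss under 80%, at 10 µM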;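 further: anti alpha tubulin signal scored within the nucleus-defined area of each cell; some results filed as inactive read as strong as hits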
Autophagy mod: modulators of autophagy; MEF GFP-LC3 puncta imaging; test concentration mostly 10 µM; calls only at 10 µM (by protocol); hit rate 0.98% among 190,000;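 active means percentage of spot-positive cells more than 3 SD above its plate mean, without a fluorescence outlier flag or 80% toxicity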;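 further: spot-positive cell cutoff set from DMSO-treated cells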
Ins promoter up: MIN6 insulin promoter up-regulation; MIN6 insulin promoter-GFP reporter, high-content imaging; active compounds read high; z-score at 5 µM; hit rate 0.3% among 190,000;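 active means z-score above 3 at 5 µM with at least 500 cells counted in the well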
Ins promoter up cell count: recorded beside Ins promoter up, whose call it bears; cell count; measured here: cytotoxicity, nuclei count;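 total cells summed across four imaged fields per well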
Hep lipid drop cells 6.5 µM: also measured in Hep lipid drop; calls as there; cell count; measured here: cell count, cytotoxicity flag;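 cells counted across two imaged fields per well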
b-catenin transl cell count 5 µM: also measured in b-catenin transl; calls as there; cell count; measured here: cell count, cytotoxicity flag
T cell modulator vesicle-bound %: also measured in T cell modulator; calls as there; double positive events, %; measured here: CD8+ vesicle-bound cell fraction;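 binding gate set so that unloaded-vesicle control wells show 10% double positive cells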
MT stabilize HCS Hoechst-high %: further read-out of MT stabilize HCS, marked with its call; % Hoechst-high responders; measured here: nuclear condensation Hoechst responders;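 share of cells brighter than vehicle mean plus two SD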
MT stabilize HCS cytotoxicity %: also measured in MT stabilize HCS; calls as there; toxicity, %; measured here: cytotoxicity by cell density;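 0% = mean cell density of plate MIN control wells and 100% = no cells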
Autophagy mod cell loss 18 h: recorded beside Autophagy mod, whose call it bears; toxicity, %; measured here: cell loss, nuclei count;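 cell loss after 18 h compound exposure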
* hit, by the source's call; i = inactive; nt = no result given; & = joins results of further samples. Unless noted, no stated cut-off is given here; in the data, active means inhibition above about 50%; inactive means the rest.

#	SMILES	Hep lipid drop cells 6.5 µM	T cell modulator vesicle-bound %	TNAP activation fold	Autophagy mod cell loss 18 h	b-catenin transl	Hep lipid drop	Autophagy mod	Ins promoter up	MT stabilize HCS Hoechst-high %	T cell modulator	MT stabilize HCS cytotoxicity %	MT stabilize HCS	human PMI inhibitors	human PMI inhibition	Ins promoter up cell count	b-catenin transl cell count 5 µM
1	CC(=O)N1CCN(CC(=O)Nc2ccc([N+](=O)[O-])cc2Br)CC1	695	41	1.1	-12	-1.8	1	i	-0.56	2.1	i	7.4	3.2	1%	-1%	1016	995
2	CCc1cc2c(SCC(=O)Nc3ccc(Cl)cn3)ncnc2s1	672	nt	1.1	5	4.7	-3	i	0.12	1.5	nt	3.6	3.0	14%	11%	1210	530
3	COc1ccc(OC)c(-c2csc(N(C)C(=O)Cc3ccccc3)n2)c1	687	22	1	9	-1.4	-4	i	1.1	1.3	i	5.0	1.9	9%	8%	1193	1052
4	CCN(CC)C(=O)c1cnn(-c2ccccc2)c1NC(=O)c1cccc(F)c1	762	40	1	-8	-10	11	i	-0.47	2.6	i	7.8	3.0	-8%	-4%	899	1315
5	COc1ccc(NC(=O)Cc2ccccc2)cc1	755	52	1.1	-9	1.7	-19	i	0.86	2.4	i	8.6	3.6	9%	7%	1223	988
6	CC(NC(=S)NCCCN1CCOCC1)C1CC2CCC1C2 (stereo not given)	714	nt	1.1	-12	-0.1	2	i	nt	1.8	nt	4.5	2.2	-5%	-8%	nt	929
7	CCOCCCNC(=O)C1CCN(S(=O)(=O)CC)CC1	nt	62	1.1	15	-2.2	nt	i	1.1	2.3	i	11	3.4	5%	6%	1471	983
8	OC(COc1ccc2c(c1)OCO2)CN1CCCC1 (stereo not given)	646	15	1.2	32	0.9	15	i	-0.34	3.2	i	9.9	2.8	0%	-23%	1343	1128
9	Cc1nn(C)c(C)c1/C=C1/SC(=S)NC1=O	759	50	1.1	-17	-0.8	-10	i	0.45	1.1	i	8.0	1.9	4%	4%	877	943
10	CO/N=C(\C(=O)N[C@@H]1C(=O)N2C(C(=O)O)=C(COC(C)=O)CS[C@H]12)c1csc(N)n1 (stereo in doubt)	764	20&7&11	1.1	3	nt	0	i	nt	1.7	i	2.8	2.9	1%	-7%	nt	nt
11	COC(=O)N/N=C/c1ccc(-c2cc(Cl)cc(Cl)c2)o1	658	2	1.1	6	-1.2	2	i	-0.08	2.5	i	5.4	3.6	4%	-1%	1205	578
12	CC(C)CNC(=S)NNC(=O)c1ccco1	742	53	nt	-13	-2.7	1	i	nt	2.1	i	7.6	3.3	0%	3%	nt	1012
13	Cc1cc(-c2nnc(CSc3nnc(NC(=O)c4ccc(C(C)(C)C)cc4)s3)o2)ccc1[N+](=O)[O-]	740	24	nt	nt	-0.9	22	nt	0.32	nt	i	nt	nt	nt	nt	955	1304
14	CC(C)C(=O)Nc1oc(-c2ccccc2)cc1C#N	769	40	1.1	18	-1.4	14	i	-0.32	2.5	i	9.0	3.7	-1%	10%	1323	1142
15	CCn1c(C)nc2c(C)[n+](CC(=O)c3ccc(Br)cc3)ccc21	670	47	1.1	-8	0.8	-4	i	-0.04	2.0	i	3.8	1.9	-2%	-13%	1336	1092
16	O=C(O)CSCC(=O)N1CCCN(c2nc3ccc(Cl)cc3s2)CC1	830	23	nt	nt	0.5	-4	nt	-0.52	nt	i	nt	nt	nt	nt	1038	1347
17	Cc1ccc2cc(CCNC(=O)C(C)C)c(=O)[nH]c2c1	675	36	1.2	8	-2.5	5	i	-0.31	1.7	i	9.5	5.1	6%	4%	1974	1160
18	Cc1nc2ncnn2c(C)c1CCC(=O)Nc1ccc(S(=O)(=O)N2CCCCCC2)cc1	nt	30	1.1	4	nt	nt	i	nt	1.7	i	4.6	2.9	13%	24%	nt	nt
19	CCC(=O)Nc1ccc(/C(C)=N\NC(=O)c2ccc(OC)cc2)cc1	692	7	1.1	-6	-0.3	19	i	0.01	3.1	i	5.2	3.6	-6%	-5%	1330	573
20	CC(C)(C)C(=O)Nc1nc(C2CCCN2S(=O)(=O)c2ccc(Cl)cc2)cs1 (stereo not given)	738	38	1.1	-4	nt	5	i	0.04	1.4	i	5.5	0.8	7%	13%	922	nt
21	COc1ccc(CNC(=O)c2ccc(NS(=O)(=O)c3c(C)noc3C)cc2)cc1	nt	57	1.1	-9	-2.6	nt	i	1.1	2.1	i	3.4	1.5	8%	14%	1599	1015
22	Cn1cc(-c2ccccc2C(N)=O)c(=O)c2ccccc21	nt	10	1.1	-2	-2.7	nt	i	-0.19	3.7	i	8.6	3.1	6%	2%	1183	1059
23	Cc1nc(CSc2nnc3scc(-c4ccccc4)n23)cs1	nt	37	1.1	-9	-2.5	nt	i	0.12	2.8	i	7.0	4.6	9%	5%	1451	935
24	COCCCNC(=S)NC1CC2CCCC(C1)N2Cc1cccs1 (stereo not given)	nt	35	0.9	-13	nt	nt	i	nt	1.5	i	5.4	3.1	-10%	-12%	nt	nt
25	COc1ccc(C2NC(=O)C(C#N)=C(S)N2c2ccccc2)cc1OC (stereo not given)	718	33	1.1	2	-2.4	-1	i	-0.49	1.2	i	6.0	0.7	-3%	0%	1406	1052
26	CCOC(=O)C1C(=O)CC(C)(O)C(C(=O)OCC)C1c1ccc(SC)cc1 (stereo not given)	667	52	1	18	6.2	-12	i	-0.5	2.0	i	7.2	1.5	9%	9%	1669	795
27	O=C1C(Cl)=C(N2CCN(Cc3ccccc3)CC2)C(=O)N1c1ccccc1	729	17	1.1	10	-9.7	1	i	-0.34	3.7	i	7.2	4.1	-19%	-5%	1177	1217
28	CC(=O)c1ccc(NC(=O)COC(=O)c2ccccc2Sc2ccccc2C#N)cc1	638	24	0.9	12	4.0	-12	i	2	3.9	i	3.6	3.2	-4%	1%	1108	942
29	COc1ccc(CC(=O)NNc2ncnc3c2cnn3-c2ccccc2)cc1	707	47	1.3	-8	-7.0	1	i	-0.19	3.5	i	5.6	4.5	-8%	-5%	1256	519
30	Cc1ccc2c(c1)c(-c1ccccc1)nc1nnnn12	714	58	1	-15	0.2	1	i	nt	2.6	i	7.0	2.5	1%	5%	nt	1508
31	Cc1ccc([N+](=O)[O-])cc1N1C(=O)CS/C1=N\NC(=O)c1cccnc1	649	10	1.1	21	2.6	-3	i	-0.03	1.7	i	5.4	2.6	10%	13%	1577	842
32	COc1ccc(-n2c(C)nc3c(cnn3-c3ccc(C)cc3)c2=O)cc1	711	55	1	8	-0.9	-18	i	-0.55	1.1	i	1.1	2.9	24%	8%	1140	1032
33	CN1C(=O)N(C)C2(c3ccccc3)N(C)C(=O)NC12c1ccccc1 (stereo not given)	nt	17	1.1	-3	-4.9	nt	i	-0.13	1.0	i	0.5	1.5	-5%	-6%	1193	959
34	COc1cccc(C(=O)Nc2ccc(N3CCN(Cc4ccccc4)CC3)cc2)c1	797	48	1.1	-13	3.2	20	i	nt	1.1	i	12	1.6	1%	4%	nt	906
35	CC(C)Sc1nc(N2CCOCC2)c2c(c1C#N)CC(C)(C)SC2	nt	28	1	-3	-5.4	nt	i	-0.65	2.4	i	1.6	2.8	14%	14%	1281	949
36	CN(CCO)c1ccc(-c2nn(C)c(=O)c3ccccc23)cc1[N+](=O)[O-]	731	22	nt	nt	0.9	1	nt	-0.91	nt	i	nt	nt	nt	nt	1453	1369

Among those listed so far, these contain an aryl thioether with sulfur outside any ring:
#	SMILES	Hep lipid drop cells 6.5 µM	T cell modulator vesicle-bound %	TNAP activation fold	Autophagy mod cell loss 18 h	b-catenin transl	Hep lipid drop	Autophagy mod	Ins promoter up	MT stabilize HCS Hoechst-high %	T cell modulator	MT stabilize HCS cytotoxicity %	MT stabilize HCS	human PMI inhibitors	human PMI inhibition	Ins promoter up cell count	b-catenin transl cell count 5 µM
2	CCc1cc2c(SCC(=O)Nc3ccc(Cl)cn3)ncnc2s1	672	nt	1.1	5	4.7	-3	i	0.12	1.5	nt	3.6	3.0	14%	11%	1210	530
13	Cc1cc(-c2nnc(CSc3nnc(NC(=O)c4ccc(C(C)(C)C)cc4)s3)o2)ccc1[N+](=O)[O-]	740	24	nt	nt	-0.9	22	nt	0.32	nt	i	nt	nt	nt	nt	955	1304
23	Cc1nc(CSc2nnc3scc(-c4ccccc4)n23)cs1	nt	37	1.1	-9	-2.5	nt	i	0.12	2.8	i	7.0	4.6	9%	5%	1451	935
26	CCOC(=O)C1C(=O)CC(C)(O)C(C(=O)OCC)C1c1ccc(SC)cc1 (stereo not given)	667	52	1	18	6.2	-12	i	-0.5	2.0	i	7.2	1.5	9%	9%	1669	795
28	CC(=O)c1ccc(NC(=O)COC(=O)c2ccccc2Sc2ccccc2C#N)cc1	638	24	0.9	12	4.0	-12	i	2	3.9	i	3.6	3.2	-4%	1%	1108	942
35	CC(C)Sc1nc(N2CCOCC2)c2c(c1C#N)CC(C)(C)SC2	nt	28	1	-3	-5.4	nt	i	-0.65	2.4	i	1.6	2.8	14%	14%	1281	949
